# High-throughput results (PubChem BioAssay)
# bIAP act = intestinal alkaline phosphatase (bovine) activation | purified bovine IAP, CDP-star luminescence, 30 min; active compounds read high; fold of DMSO-control signal, blank-subtracted | activation factor at 20 µM | 0.17% of 200,000 active;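 active means activation factor of 2 or more at 20 µM, a signal rise over negative controls twice the positive control's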
# ROMK primary = human ROMK K+ channel modulation, primary screen; AID 1918; B-score at 10 µM; Tet-inducible ROMK, thallium flux fluorescence; actives lie on both sides; 2% of 130,000 active;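 active means signal ratio slope over the read window, or its plate-corrected B-score, at least 3 SD from the plate mean, either direction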;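 further: B-score of the F/F0 ratio slope over 7 to 12 s after thallium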
# Target sequence (P48048 whole entry, looked up): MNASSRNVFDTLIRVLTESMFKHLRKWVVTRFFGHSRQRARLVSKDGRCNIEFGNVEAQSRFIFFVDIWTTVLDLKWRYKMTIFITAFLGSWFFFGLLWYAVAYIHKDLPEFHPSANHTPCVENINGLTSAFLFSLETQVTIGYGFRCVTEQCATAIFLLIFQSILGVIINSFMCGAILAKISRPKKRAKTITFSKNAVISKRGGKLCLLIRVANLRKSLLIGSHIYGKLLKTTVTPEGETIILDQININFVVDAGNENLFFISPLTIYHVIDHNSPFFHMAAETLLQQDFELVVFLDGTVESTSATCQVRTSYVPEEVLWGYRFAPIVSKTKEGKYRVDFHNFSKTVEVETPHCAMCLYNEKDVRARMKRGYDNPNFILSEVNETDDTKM
# bIAP inhibitor = intestinal alkaline phosphatase (bovine) inhibition. purified bovine IAP, CDP-star luminescence, 30 min. AID 1019. inhibition, % at 20 µM. 190,000 tested, under 10 active;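 active means over 50% inhibition of intestinal alkaline phosphatase at 20 µM in the single-dose screen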
#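 System: Purified bovine intestinal alkaline phosphatase (IAP) enzyme | Input: IAP diluted 1/65,000,000 in the well | Also added: CDP-star chemiluminescent phosphatase substrate, 30 µM final | Dosing: 20 µM single dose | Times: Enzyme reaction for 30 min at room temperature | Detection: Luminescence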
# STAT3 activator = STAT3 signaling activation; U3A cells, IL-6 STAT3-luciferase reporter, luminescence; 100% = signal with IL-6 EC80 alone; activation (% of control), % at 5.6 µM; 0.91% of 190,000 active;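 active means activation above the screen-wide mean of compound activation plus 3 SD, cut at about 130% in these data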;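 further: 0% = background luminescence of wells with medium and substrate only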
#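 Detection: reporter luminescence signal / Assay system: STAT1-lacking human U3A cells, STAT3 luciferase reporter / Incubation: compound pre-incubation 1 h before IL-6, then 6 h stimulation at 37 °C / Control set: IL-6-only high control / Read-out: % activation relative to IL-6 control / Probe or stimulus: Interleukin-6, 33 ng/mL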
# PPARg SRC-3 ag = agonists of human PPARgamma SRC-3 coactivator recruitment. biochemical PPARgamma/SRC-3 coactivator recruitment assay. activation, % at 8 µM. 0.26% of 200,000 active. AID 731; in the data active means activation above about 23%;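 further: 0% = DMSO and 100% = reference agonist; some compounds past the cut are filed as inactive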
# Target sequence (P37231 whole entry, looked up): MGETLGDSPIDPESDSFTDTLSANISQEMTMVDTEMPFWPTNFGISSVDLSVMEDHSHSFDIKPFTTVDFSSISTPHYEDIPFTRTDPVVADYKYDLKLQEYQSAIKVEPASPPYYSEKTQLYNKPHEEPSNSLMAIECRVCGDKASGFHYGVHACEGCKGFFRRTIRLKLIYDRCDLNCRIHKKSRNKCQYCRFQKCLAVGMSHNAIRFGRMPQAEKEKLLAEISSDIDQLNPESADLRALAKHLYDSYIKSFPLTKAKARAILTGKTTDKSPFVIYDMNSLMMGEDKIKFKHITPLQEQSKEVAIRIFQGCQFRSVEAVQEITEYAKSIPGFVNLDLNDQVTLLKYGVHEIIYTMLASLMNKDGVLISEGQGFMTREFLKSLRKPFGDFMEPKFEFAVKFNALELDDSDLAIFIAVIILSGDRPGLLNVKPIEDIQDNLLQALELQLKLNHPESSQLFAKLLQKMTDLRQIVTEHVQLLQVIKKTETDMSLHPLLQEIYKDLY
# STAT3 blocker = STAT3 signaling inhibition; inhibition, % at 5.5 µM; 0.89% of 190,000 active; U3A cells, IL-6 STAT3-luciferase reporter, luminescence; host cell line lacks STAT1;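 active means inhibition above the mean inhibition across all screened compounds plus 3 SD, cut at about 44% in these data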;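 further: 0% = DMSO only wells and 100% = 100 µM nifuroxazide control wells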
# PPARg SRC-2 ag = agonists of SRC-2 recruitment by human PPARgamma. P37231. PPARgamma LBD-SRC-2 recruitment, biochemical. activation, % at 8 µM. 0.34% of 200,000 active. AID 1032; in the data active means activation above about 22%;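 further: 0% = vehicle and 100% = reference agonist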
# STAT1 blocker = reduces IFN-gamma driven STAT1 reporter signal | NIH 3T3 STAT1-luciferase reporter, luminescence | AID 920 | 0.35% of 200,000 active | inhibition, % at 5.5 µM;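 active means inhibition above a set limit, the mean inhibition across all tested compounds plus 3 SD, cut at about 34% in these data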;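 further: 0% = IFN-gamma with DMSO and 100% = IFN-gamma with 300 µM nifuroxazide; values of inactives mirror those of a sister screen read the other way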
# TR-FRET SRC-2 ct = TR-FRET artefact, counter-screen to PPARgamma/SRC-2 agonist assay; active compounds read high; TR-FRET ratio at 8 µM; 0.4% of 200,000 active; in the data active means TR-FRET ratio above about 2000; further: inactives centre near 1500
# TNAP act hi DEA = TNAP (human) activation, high acceptor | P05186 | purified TNAP, CDP-star luminescence, 1 M DEA, 30 min; active compounds read high; 0 = EDTA background, 1 = DMSO-only activity | activation factor at 20 µM | 200,000 tested, under 10 active | AID 1136;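 active means activation factor at least 2 at 20 µM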
#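 Measured by: Luminescent substrate turnover signal | Test system: Human TNAP | Input: TNAP 1/800 final | Dosing: 20 µM single point | Schedule: 30 min, room temperature | Controls: EDTA wells as negative control, DMSO wells as positive control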
# PPARg SRC-1 ag = agonists of human PPARgamma SRC-1 coactivator recruitment; activation, % at 8 µM; PPARgamma-SRC-1 coactivator recruitment biochemical assay; 0.41% of 200,000 active; AID 631; P37231; in the data active means activation above about 19%;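 further: 0% = DMSO and 100% = reference agonist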
# The depositor's hits bear a star; . = no result given.
SMILES,bIAP act,ROMK primary,bIAP inhibitor,STAT3 activator,PPARg SRC-3 ag,STAT3 blocker,PPARg SRC-2 ag,STAT1 blocker,TR-FRET SRC-2 ct,TNAP act hi DEA,PPARg SRC-1 ag
CC1CN(c2ncnc3c2oc2ccccc23)CC(C)O1 (stereo unspecified),1,.,3.4,104.6,-5.8,-1.8,6.5,-8.0,1682,1,9.6
CCOC(=O)c1cnc2c(cnn2C)c1NCCCN(C)C,1.1,.,-5.4,88.4,-9.8,24.4,9.1,2.2,1750,1,0.1
CC(C)(C)c1cc(OC(=O)c2ccccc2F)ccc1O,0.8,.,18.2,101.4,5.0,1.8,6.6,14.5,1687,1,-3.4
COc1ccc(N(CC(=O)Nc2c(C)n(C)n(-c3ccccc3)c2=O)S(=O)(=O)c2ccc(F)cc2)cc1,0.9,0.377,14.0,89.3,2.0,16.0,-1.1,10.0,1685,1,-1.4
O=c1c(OC2OC(CO)C(O)C(O)C2O)c(-c2ccc(O)c(O)c2)oc2cc(O)cc(O)c12 (stereo unspecified),0.8,1.07,18.2,101.8,4.1,-5.0,3.7,3.4,1528,0.9,7.5
O=C(CSc1nnnn1-c1ccccc1)Nc1ccc(N2CCOCC2)c(Cl)c1,0.9,.,9.6,106.0,-1.8,-4.6,11.2,5.4,1346,1,-5.2
CCN(CC)c1ccc(/C=N/NS(=O)(=O)c2ccc(CNC(C)=O)cc2)cc1,1,-0.0125,2.7,100.7,0.6,2.8,6.0,-3.5,1486,1,-0.1
O=C(Nc1ccc(Cl)c(Cl)c1)Nc1nnc(-c2ccncc2)s1,1,.,4.9,98.4,2.4,0.5,5.3,2.0,1614,1,12.6
CC(C)CNC(=O)NC1(C(F)(F)F)Oc2ccccc2O1,1.1,0.754,-11.3,105.9,-2.6,-3.5,-0.9,-19.1,1572,1,4.5
CCOC(=O)CC(=O)CSc1nc(-c2ccccc2)cc(-c2ccc(Cl)cc2)c1C#N,1,.,1.5,98.1,3.1,13.5,8.6,1.0,1614,1.1,22.2*
CCOC(=O)CN1C(=O)C(O)(C2CCc3ccccc3C2=O)c2ccccc21 (stereo unspecified),0.9,0.0665,6.9,105.5,12.3,-3.4,-0.7,-4.1,1365,1.1,-4.1
CN(C)S(=O)(=O)c1ccc(C(=O)NCC(=O)N/N=C/c2ccco2)cc1,1,-0.0334,2.6,110.2,10.3,-11.8,0.0,-3.5,1623,1,9.3
Cc1cc(C(=O)Nc2ccc(N3CCCC3)c(Cl)c2)ccc1[N+](=O)[O-],0.6,0.272,41.1,82.0,5.3,24.0,8.9,-6.5,1694,1,4.7
NC(=O)CSc1nnc(-c2ccc(S(=O)(=O)N3CCCCC3)cc2)n1-c1ccccc1,1,0.209,-4.2,99.7,1.2,6.0,6.6,-4.6,1447,1,1.9
CC(C)(C)NC(=O)C(c1ccncc1)N(Cc1ccc(F)cc1)C(=O)c1ccc(-c2ccccc2)[nH]1 (stereo unspecified),1.1,0.038,-5.7,110.5,0.7,-10.0,-6.7,-8.0,1536,1,-5.6
C/C(=N\N(Cc1ccccc1)c1ccccc1)c1ccncc1,0.6,0.0467,43.2,97.2,3.6,10.9,1.8,8.8,1497,1,11.1
CCOc1ccc2[nH]c(=O)c(CN(CCO)C(=O)c3ccc(F)cc3)cc2c1,0.9,0.0456,6.6,99.2,-9.6,9.7,-4.0,-5.3,1480,1,5.3
CCN(CC(=O)Nc1c(C(=O)OC)[nH]c2ccc(Cl)cc12)c1ccc2c(c1)OCO2,0.9,.,9.3,112.6,8.2,-9.8,6.4,1.9,1445,1.1,0.9
CCOC(=O)c1cc(OCC(=O)NC(C)C(C)C)cc(C(=O)OCC)c1 (stereo unspecified),0.9,-0.37,7.4,97.5,16.4,10.3,-5.9,0.1,1441,1,3.9
COC(=O)c1ccccc1NC(=O)NCc1ccccc1,1,0.0777,-2.0,102.3,4.1,1.0,4.4,4.8,1560,1,-7.6
CC(C(=O)Nc1sc2c(c1C#N)CCCCC2)N1C(=O)c2ccccc2C1=O (stereo unspecified),0.8,.,17.6,100.0,8.4,-1.0,-5.0,3.1,1652,1,8.2
COC(=O)C(C)Sc1nnc2n(-c3cccc(C)c3)c(=O)c3c4c(sc3n12)CCCC4 (stereo unspecified),1,.,0.0,82.3,3.0,21.9,0.2,3.1,1751,1,-0.6
CCOC(=O)CCCCC(=O)c1[nH]c(=O)[nH]c1CSc1nc(C)cc(=O)[nH]1,1.3,.,-30.2,106.6,-3.3,-1.2,0.9,-9.4,1630,1,2.5
CCNc1nc(NC(C)(C)C)nc(SCC(N)=O)n1,1,0.227,4.8,104.2,3.6,2.6,0.6,2.0,1381,1,-4.9
CSCCC(N=C(NS(=O)(=O)c1ccc(Br)cc1)c1ccccc1)C(=O)O (stereo unspecified),0.8,0.523,18.1,94.4,2.8,10.7,-0.1,10.1,1508,1,3.7
O=C(O)c1cccc(S(=O)(=O)N2CCCC2)c1,0.9,.,7.4,99.2,-13.8,5.8,-7.0,-7.2,1531,1.1,2.5
Cc1cccc(N(C(=O)Cn2nnc3ccccc32)C(C(=O)NCc2ccco2)c2ccncc2)c1 (stereo unspecified),1,0.0094,-0.6,105.6,-4.1,-2.3,0.4,-10.3,1388,1,1.3
Cc1ccc(/C=N/NC(=O)CNC(=O)COc2ccccc2)o1,0.8,0.0754,21.7,96.7,-1.1,2.5,8.6,-6.8,1492,1.1,13.0
C[C@@H](C(=O)Nc1ccccc1N1CCOCC1)N1C(=O)C2CC=CCC2C1=O (stereo partly specified),1,1.66,1.8,103.7,-0.3,-3.2,-6.0,1.0,1455,1,-0.2
CC(=O)c1cc(NC(=O)c2ccc(Cl)cc2)c(=O)oc1/C=C/N(C)C,0.6,.,39.9,102.8,11.7,2.8,6.0,-0.8,1524,0.9,19.7*
CC(=O)N(Cc1ccco1)c1nc(C(=O)Nc2ccc(Cl)cc2)c(C)s1,0.8,-0.708,24.0,94.8,6.3,4.8,8.2,-6.7,1706,1,7.6
CC(=C/C(=O)O)/C=C/c1cccs1,0.9,-0.447,14.0,107.2,-4.2,-3.5,0.5,-1.6,1494,1.1,1.3
Fc1cccc(/C=N/Nc2nc3ccccc3[nH]2)c1,1,0.804,-4.8,90.1,2.1,12.2,2.9,-43.9,1590,1.1,4.7
CCn1c(COc2ccccc2C)nnc1SCC(=O)Nc1cc(C)on1,1,0.393,3.1,98.0,2.8,11.0,0.9,1.3,1721,1,1.6
O=C(Cn1ccc(C(F)(F)F)n1)N=Nc1c(O)[nH]c2ccc(Br)cc12,1.1,-1.24,-11.3,117.6,9.0,-6.7,8.3,3.3,1811,1,5.5
Cn1nc(C(=O)N2CCCC2)c2ccccc2c1=O,0.9,1.06,12.9,106.8,1.1,-4.8,-7.1,-0.9,1392,1.1,-5.8
CC(C)c1ccc(/C=C/C(=O)NCc2ccc(S(N)(=O)=O)cc2)cc1,0.9,-0.716,8.9,102.2,3.6,2.2,3.4,-18.9,1535,1,5.7
O=C(CSc1nnc(NC(=O)c2ccco2)s1)Nc1ccccc1F,0.9,0.581,7.6,94.0,3.6,13.7,8.6,-8.9,1725,1,3.5
COc1ccc(N(CC(=O)N2CCc3ccccc32)S(=O)(=O)c2c(C)noc2C)cc1,1,0.58,3.8,93.1,0.8,8.8,8.0,-2.0,1473,1,-2.6
CC(C)(C)C(=O)Nc1cccc(-c2nnc(-c3cccc(NC(=O)C(C)(C)C)c3)o2)c1,1.2,.,-20.4,102.0,4.2,0.8,3.2,-3.0,1530,1,-1.4
Cc1cnc(NC(=O)c2ccc3c(c2)C(=O)N(Cc2ccco2)C3=O)s1,0.9,-1.82,10.7,99.3,-4.4,4.6,6.0,-6.5,1607,1,-5.2
CCOC(=O)CC1C(=O)NCCN1C(=O)c1cccc(C(F)(F)F)c1 (stereo unspecified),1,.,4.3,97.8,4.1,6.8,12.8,9.0,1582,1,-5.2
COc1ccc(-c2cc(C(F)(F)F)nc(NC3CCCC3)n2)cc1OC,1,-0.196,1.0,104.5,0.0,-0.3,9.0,3.9,1635,1,4.7
COc1cccc2cc(C(=O)NCC3CCCO3)c(=O)oc12 (stereo unspecified),0.9,0.0805,9.5,95.3,-6.3,9.3,7.6,-6.5,1593,1,-0.1
COc1ccc(C)cc1NC(=O)C(C)N(c1ccc(C)cc1)S(C)(=O)=O (stereo unspecified),1,.,4.2,107.5,13.7,-5.7,-3.4,2.4,1571,1,5.6
C=CCOc1cccc(CNn2nnnc2N)c1,1.1,-0.341,-8.1,101.2,-1.0,1.0,-2.3,-0.3,1452,1,-5.8

# Already shown: an excerpt of the list.
SMILES,bIAP act,ROMK primary,bIAP inhibitor,STAT3 activator,PPARg SRC-3 ag,STAT3 blocker,PPARg SRC-2 ag,STAT1 blocker,TR-FRET SRC-2 ct,TNAP act hi DEA,PPARg SRC-1 ag
Cn1nc(C(=O)N2CCCC2)c2ccccc2c1=O,0.9,1.06,12.9,106.8,1.1,-4.8,-7.1,-0.9,1392,1.1,-5.8
CC(C)c1ccc(/C=C/C(=O)NCc2ccc(S(N)(=O)=O)cc2)cc1,0.9,-0.716,8.9,102.2,3.6,2.2,3.4,-18.9,1535,1,5.7
O=C(CSc1nnc(NC(=O)c2ccco2)s1)Nc1ccccc1F,0.9,0.581,7.6,94.0,3.6,13.7,8.6,-8.9,1725,1,3.5
COc1ccc(N(CC(=O)N2CCc3ccccc32)S(=O)(=O)c2c(C)noc2C)cc1,1,0.58,3.8,93.1,0.8,8.8,8.0,-2.0,1473,1,-2.6
CC(C)(C)C(=O)Nc1cccc(-c2nnc(-c3cccc(NC(=O)C(C)(C)C)c3)o2)c1,1.2,.,-20.4,102.0,4.2,0.8,3.2,-3.0,1530,1,-1.4
Cc1cnc(NC(=O)c2ccc3c(c2)C(=O)N(Cc2ccco2)C3=O)s1,0.9,-1.82,10.7,99.3,-4.4,4.6,6.0,-6.5,1607,1,-5.2
CCOC(=O)CC1C(=O)NCCN1C(=O)c1cccc(C(F)(F)F)c1 (stereo unspecified),1,.,4.3,97.8,4.1,6.8,12.8,9.0,1582,1,-5.2
COc1ccc(-c2cc(C(F)(F)F)nc(NC3CCCC3)n2)cc1OC,1,-0.196,1.0,104.5,0.0,-0.3,9.0,3.9,1635,1,4.7

# Outcome played no part in choosing rows; overall some 3.7% were active at least once.
